Myeloid diff MLP: induction of myeloid progenitor differentiation, primary screen, cell-based, flow cytometry, MLPCN library | ER-HoxA9 myeloid progenitors, lysozyme-GFP differentiation | calls only at 10 µM | hit rate 1% among 360,000;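 active = normalized GFP-positive differentiation at or above the plate's own cutoff, the solvent-only control mean plus 3 SD; inconclusive = no clear call, values can overlap the other calls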;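 note: cells exposed to compound for four days before flow analysis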
MT stabilizer: microtubule stabilizers in HeLa cells, primary screen, imaging, high-content imaging. HeLa tubulin immunostaining HCS, 24 h; share of cells brighter than vehicle mean+2SD. % tubulin-high responders, % at 10 µM. hit rate 0.83% among 200,000. AID 2205, 2009;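 active = plate Z-score above 3 for both tubulin-high and condensed-nucleus cell shares, with cell loss under 80%, at 10 µM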;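 note: anti alpha tubulin signal scored within the nucleus-defined area of each cell; some results filed as inactive read as strong as hits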
West Nile antiviral: West Nile virus antiviral activity, cell-based, CPE readout (AID 1621); West Nile virus-infected cells, CPE inhibition; higher % means a stronger effect; CPE inhibition, % at 10 µM; hits with a dose series show IC50 in µM; hit rate 0.02% among 290,000; in the data active = a potency from the dose series; inconclusive = CPE inhibition mostly from about 3.7% at the one dose, without a potency; inactive = the rest, 99 in 100 with CPE inhibition below about 2.2%; note: strong numbers were not always called active
Autophagy mod: autophagy modulators in MEF cells, primary screen, imaging, high-content, MEF GFP-LC3. MEF GFP-LC3 puncta imaging; test concentration mostly 10 µM. AID 463193, 2010. calls only at 10 µM (by protocol). hit rate 0.98% among 190,000;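 active = percentage of spot-positive cells more than 3 SD above its plate mean, without a fluorescence outlier flag or 80% toxicity; inconclusive = no clear call, values can overlap the other calls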;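 note: spot-positive cell cutoff set from DMSO-treated cells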
Insulin prom up: insulin promoter activators in MIN6 cells, imaging, high-content screening, mouse beta cells. MIN6 insulin promoter-GFP reporter; hits give high values. z-score at 5 µM. hit rate 0.3% among 190,000. AID 1625, 2009;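 active = z-score above 3 at 5 µM with at least 500 cells counted in the well; inconclusive = wells under 500 cells, flagged as cytotoxic or low count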
bCat nuc transl: modulators of beta-catenin nuclear translocation, primary screen, imaging, HeLa cells, immunofluorescence, high-content | nuclear translocation activity, % at 5 µM | hit rate 0.3% among 190,000 | AID 1665, 2009;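 active = nuclear translocation activity above 50% at 5 µM, with a well cell count of 50 or more; inconclusive = wells under 50 cells across six images, flagged as toxic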;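 note: per-cell ratio of nuclear to cytoplasmic median beta-catenin stain intensity; plate controls were DMSO negative control for no effect and GSK-3 inhibitor IX positive control for full effect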
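Test system: HeLa cells, endogenous beta-catenin; Compound: single 5 µM dose plus 0.02–20 µM confirmation series; Times: compound exposure 24 h at 37°C; Signal: fluorescence imaging of beta-catenin antibody stain plus DAPI; Read-out: % activation, nuclear-to-cytoplasmic median beta-catenin signal ratio per cell.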
T cell modulator: modulators of CD8 T cell-vesicle binding, primary screen, mouse 2C CD8+ T cells, flow cytometry; AID 2052, 2009; hit rate 0.068% among 330,000; 2C CD8+ T cell-vesicle binding; hits give low values; calls only at 7 µM;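 active = response, share of CD8 T cells binding vesicles, and their 90th percentile fluorescence all below set limits, cut at about 80% in these data, passing the limit was not always enough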
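Assay system – 2C mouse CD8+ T cells · Also added – QL9-loaded Drosophila micro-vesicles · Timing – Cell–vesicle co-incubation 1.5 h at 37 °C, staining 20 min on ice · Signal – flow cytometry of vesicle-bound cells · Measure – percent CD8+ FL2 mean versus row control · Controls – Peptide-free naked vesicles (low) and QL9 vesicles with 0.7% DMSO vehicle (high)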
Hep lipid drop: inhibitors of hepatocyte lipid droplet formation, primary screen, imaging, high-throughput imaging, BODIPY stain; inhibition, % at 6.5 µM; AML12 mouse hepatocytes, oleate lipid droplets; hit rate 0.4% among 240,000;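 active = lipid droplet intensity inhibited by at least 50%, with more than 500 cells counted; inconclusive = wells with under 300 cells, treated as cytotoxic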
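Assay system: AML12 mouse liver cells | Compound dosing: One dose, 6.5 µM compound | Read-out basis: Droplet intensity reduction, % inhibition | Measured by: Fluorescence imaging, 20x objective, two fields per well | Schedule: Overnight treatment with compound plus oleate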
WT yeast gro inh: growth inhibition of WT strain, primary screen, mitochondrial fusion inhibitor project, WT and mutant strains, chemical genetic | mitochondrial fusion phenotypic screen | inhibition, % at 10 µM | hit rate 2.1% among 190,000; in the data active = inhibition above about 58%; tested in S. cerevisiae
WT yeast gro inh mutant strain: further read-out of WT yeast gro inh, marked with its call; inhibition, %; mitochondrial fusion phenotypic screen, mutant strain inhibition
Insulin prom up cell count: also measured in Insulin prom up; calls as there; cell count; measured here: cytotoxicity, nuclei count;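 total cells summed across four imaged fields per well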
Hep lipid drop cells 6.5 µM: further read-out of Hep lipid drop, marked with its call; cell count; measured here: cell count, cytotoxicity flag;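 cells counted across two imaged fields per well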
bCat nuc transl cell count 5 µM: second read-out of bCat nuc transl, no call of its own (marks repeat the call); cell count; measured here: cell count, cytotoxicity flag
T cell modulator vesicle-bound %: also measured in T cell modulator; calls as there; double positive events, %; measured here: CD8+ vesicle-bound cell fraction;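 binding gate set so that unloaded-vesicle control wells show 10% double positive cells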
MT stabilizer Hoechst-high %: second read-out of MT stabilizer, no call of its own (marks repeat the call); % Hoechst-high responders; measured here: nuclear condensation Hoechst responders;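 share of cells brighter than vehicle mean plus two SD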
MT stabilizer cytotoxicity %: recorded beside MT stabilizer, whose call it bears; toxicity, %; measured here: cytotoxicity by cell density;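 0% = mean cell density of plate MIN control wells and 100% = no cells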
Autophagy mod cell loss 18 h: recorded beside Autophagy mod, whose call it bears; toxicity, %; measured here: cell loss, nuclei count;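 cell loss after 18 h compound exposure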
Myeloid diff MLP GFP+ MAC1+ %: second read-out of Myeloid diff MLP, no call of its own (marks repeat the call); GFP+ MAC1+ double positive, %; measured here: differentiation confirmed by MAC1 staining
Active calls of the source: *; i = inactive; ? = inconclusive; . = not tested or not shown; + = active, no number.

Second line of a record: Autophagy mod cell loss 18 h	WT yeast gro inh mutant strain	Hep lipid drop	MT stabilizer cytotoxicity %	Hep lipid drop cells 6.5 µM	Insulin prom up	bCat nuc transl cell count 5 µM	bCat nuc transl	Myeloid diff MLP GFP+ MAC1+ %	MT stabilizer	Insulin prom up cell count	T cell modulator vesicle-bound %	WT yeast gro inh	West Nile antiviral	T cell modulator	Autophagy mod	MT stabilizer Hoechst-high %	Myeloid diff MLP
C=CCN1c2ccccc2[C@]23C[C@@H](C(=O)OC)N(C(=O)c4cc(C)oc4C)C2=NC(C(=O)OC)=C(C(=O)OC)[C@H]13
→ .	.	21.3	.	707	-0.52	1163	-1.2	.	.	1023	33.3	.	0.2%	i	.	.	.
CCC(=O)Nc1ccc2c(c1)nc(CN1CCN(C(C)=O)CC1)n2C
→ -35.5	.	-0.3	7.1	703	-0.8	1196	-5.3	0.6	3.3	853	38.2	.	-0.2%	i	i	2.6	i
CCc1ccc(OCC(=O)Nc2ncn[nH]2)cc1
→ 12.8	6.0	22.1	1.4	668	0.1	939	0.4	1.4	1.2	1559	24.3	9.3	0.4%	i	i	1.6	i
Cc1cccc(OCC(=O)Nc2cccc(-c3nnc(-c4ccccc4)o3)c2)c1C
→ -1.2	3.7	6.1	26.1	725	-0.08	1079	-0.7	1.9	1.2	1844	18.3	-1.8	-0.2%	i	i	1.4	i
COc1ccc(-c2cn(-c3ccc(OC)cc3)c3[n+]2-c2ccccc2CC3)cc1
→ -11.6	5.1	-41.8	8.6	595	?	1110	-0.6	0.0	3.8	.	34.7	1.8	0.5%	i	i	2.1	i
CCOC(=O)C(=CNCC(=O)OC)C(=O)OCC
→ -3.5	19.6	0.7	9.6	581	0.31	1068	2.4	0.9	1.8	1483	30.1	21.4	-0.1%	i	i	1.0	i
O=C(COc1ccccc1-c1ccccc1)N/N=C/c1cccc2ccccc12
→ 43.2*	11.9	.	48.2	.	-2.08	701*	112.1*	.	8.0	853	44.0	42.1	-0.7%	i	+	20.9	?
Cc1cc(=O)n(C)c(=O)n1CCCNc1ccccc1
→ -0.8	-40.4	-3.4	3.6	727	1.33	1079	-0.2	0.3	3.3	1160	28.5	-10.7	-0.5%	i	i	1.6	i
CC(=O)c1cccc(NC(=O)N2CCCC2C(=O)NCCc2ccccc2)c1 (stereo unspecified)
→ -2.9	2.5	-7.5	9.4	695	-0.09	1104	0.9	0.6	2.4	726	37.6	6.7	0.0%	i	i	1.4	i
CCOC(=O)c1cnc(SCC(=O)Nc2sc(C)c(C)c2C#N)nc1N
→ -10.9	-64.1	.	3.3	.	0.59	850	-2.3	0.7	5.6	1047	41.7	-24.2	0.1%	i	i	4.5	i
CN(CC1CCCO1)S(=O)(=O)c1ccc(C(=O)N2CCN(c3ccccc3)CC2)cc1 (stereo unspecified)
→ -0.3	-17.3	2.7	3.6	718	-0.84	1079	-1.6	0.0	2.7	1137	20.8	4.1	.	i	i	1.3	i
CCn1ccnc1[C@@H]1C[C@H]2CN(Cc3cccc(Cl)c3)C(=O)[C@]23CCCN13
→ -0.9	-0.6	-92.8	8.3	757	0.16	1092	1.8	0.7	2.3	1514	60.9	3.9	-0.4%	i	i	1.6	i
Cc1c(NC(=O)C(C)OC(=O)CNC(=O)c2ccccc2)c(=O)n(-c2ccccc2)n1C (stereo unspecified)
→ -2.6	7.7	5.3	1.8	776	-0.4	1124	-1.9	1.5	4.4	769	11.1	9.9	-0.1%	i	i	3.0	i
COc1cccc(CNC(=O)Cn2ccc3cc(S(=O)(=O)N4CCCC4)ccc32)c1OC
→ .	.	-1.9	.	723	.	.	.	0.0	.	.	56.5	.	-0.3%	i	.	.	i
Cc1ccc(NC(=S)NNC(=O)C2CC2c2ccc(C)cc2)cc1 (stereo unspecified)
→ 11.2	-14.6	-14.4	10.2	769	-0.55	1174	-1.3	1.3	2.2	917	19.0	39.3	0.2%	i	i	2.5	i
OCCNCc1cccc(Br)c1
→ 21.0	4.0	0.9	5.5	672	-0.06	1441	-0.2	0.0	3.2	1525	17.8	-11.9	0.3%	i	i	3.2	i
O=C1CN(C(=O)COC(=O)c2ccccc2NC(=O)c2ccco2)c2ccccc2N1
→ -6.8	10.6	-2.6	4.3	672	-0.32	.	.	1.5	3.8	1261	29.5	-5.8	-0.1%	i	i	2.1	i
O=C(CSc1nnc(-c2ccccn2)n1Cc1ccco1)c1ccc(Cl)cc1
→ -6.5	8.6	.	9.5	.	.	785	-1.4	1.4	3.9	.	29.8	7.5	1.1%	i	i	2.5	i
COc1ccc(C)cc1NC(=O)c1cccc(C(=O)Nc2cc(C)ccc2OC)n1
→ .	.	-2.0	.	868	.	.	.	1.2	.	.	13.9	.	-0.6%	i	.	.	i
OCCN(Cc1nc(-c2ccc3c(c2)OCO3)no1)Cc1cccs1
→ -41.4	11.5	-1.8	4.3	690	-0.5	928	1.2	0.2	3.1	1314	32.5	2.2	-0.8%	i	i	2.7	i
Cc1nc(-c2ccc(C(=O)N3CCCC3)cc2)cs1
→ 19.6	29.7	17.1	14.6	743	-0.03	1091	-1.0	1.1	4.7	1233	29.2	38.7	-0.5%	i	i	1.3	i
O=C(N/N=C/c1ccccn1)c1cc(-c2ccc(Br)s2)[nH]n1
→ .	.	3.7	.	747	.	.	.	0.9	.	.	26.7	.	-0.2%	i	.	.	i
O=C(CN(C(=O)c1ccc(Cl)cc1Cl)N1C(=O)C2C3C=CC(C3)C2C1=O)c1ccc(F)cc1 (stereo unspecified)
→ 8.3	.	.	5.3	.	.	.	.	0.5	2.9	.	1.8	.	0.6%	i	i	1.0	i
CCOc1ccc(CNC(=O)C2CCN(S(=O)(=O)N3CCCC3)CC2)cc1OC
→ 23.9	-21.6	.	17.8	.	.	.	.	6.7	5.1	.	35.4	-1.3	-0.3%	i	i	2.2	i
O=C1Nc2c(Br)cc(Br)c3cccc1c23
→ -4.3	-19.0	3.2	4.4	701	-1.05	911	3.8	0.1	5.7	1237	31.6	5.1	-0.6%	i	i	3.8	i
O=C(Nc1ccc(S(=O)(=O)N2CCOCC2)cc1)c1ccc2c(c1)OCO2
→ .	.	13.6	.	693	.	1337	1.2	0.2	.	.	13.4	.	-0.4%	i	.	.	i
O=C(CSc1nccn1-c1ccccc1)c1ccc(Br)cc1
→ -20.5	-1.2	.	7.4	.	.	.	.	1.4	2.5	.	41.7	9.3	-0.3%	i	i	2.0	i
Cn1ccnc1C1CCCCN1Cc1nc(Cc2cccc(C(F)(F)F)c2)no1 (stereo unspecified)
→ -8.2	19.0	-14.5	4.6	681	-1.3	985	-1.9	0.2	3.2	1484	65.3	16.4	-1.0%	i	i	2.8	i
CNc1oc(-c2ccccc2F)nc1S(=O)(=O)c1ccc(C)cc1
→ .	.	-30.1	.	695	.	.	.	0.8	.	.	32.8	.	-1.3%	i	.	.	i
CN(C)S(=O)(=O)c1cccc(COC(=O)Cc2c(F)cccc2Cl)c1
→ .	.	10.7	.	726	.	.	.	5.2	.	.	58.8	.	0.2%	i	.	.	i
COc1cc(/C=N/Nc2nc3ccccc3[nH]2)ccc1O
→ -17.3	4.9	1.5	7.5	716	-0.22	971	2.5	0.3	4.6	1210	41.8	5.8	-0.4%	i	i	3.3	i

Whole records as entered above. Values in the order: Autophagy mod cell loss 18 h	WT yeast gro inh mutant strain	Hep lipid drop	MT stabilizer cytotoxicity %	Hep lipid drop cells 6.5 µM	Insulin prom up	bCat nuc transl cell count 5 µM	bCat nuc transl	Myeloid diff MLP GFP+ MAC1+ %	MT stabilizer	Insulin prom up cell count	T cell modulator vesicle-bound %	WT yeast gro inh	West Nile antiviral	T cell modulator	Autophagy mod	MT stabilizer Hoechst-high %	Myeloid diff MLP
`O=C(CSc1nnc(-c2ccccn2)n1Cc1ccco1)c1ccc(Cl)cc1` in the list: -6.5	8.6	.	9.5	.	.	785	-1.4	1.4	3.9	.	29.8	7.5	1.1%	i	i	2.5	i
`Cn1ccnc1C1CCCCN1Cc1nc(Cc2cccc(C(F)(F)F)c2)no1` (stereo unspecified) in the list: -8.2	19.0	-14.5	4.6	681	-1.3	985	-1.9	0.2	3.2	1484	65.3	16.4	-1.0%	i	i	2.8	i

Compound activity (PubChem)
